Screens deposited in PubChem BioAssay by several laboratories.
TRPML3 ag: human mucolipin-3 channel agonism. 220,000 tested, 0.29% active. HEK293 TRPML3-YFP, Fluo-8 calcium fluorescence; 100% = the carbachol control signal. activation, % at 3 µM. Q8TDD5;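 active means activation above its plate's cutoff, the mean activation of the plate's test wells plus 3 SD, cut at about 12% in these data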;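 further: 0% = DMSO only wells and 100% = carbachol wells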
Target sequence (Q8TDD5 whole entry, looked up): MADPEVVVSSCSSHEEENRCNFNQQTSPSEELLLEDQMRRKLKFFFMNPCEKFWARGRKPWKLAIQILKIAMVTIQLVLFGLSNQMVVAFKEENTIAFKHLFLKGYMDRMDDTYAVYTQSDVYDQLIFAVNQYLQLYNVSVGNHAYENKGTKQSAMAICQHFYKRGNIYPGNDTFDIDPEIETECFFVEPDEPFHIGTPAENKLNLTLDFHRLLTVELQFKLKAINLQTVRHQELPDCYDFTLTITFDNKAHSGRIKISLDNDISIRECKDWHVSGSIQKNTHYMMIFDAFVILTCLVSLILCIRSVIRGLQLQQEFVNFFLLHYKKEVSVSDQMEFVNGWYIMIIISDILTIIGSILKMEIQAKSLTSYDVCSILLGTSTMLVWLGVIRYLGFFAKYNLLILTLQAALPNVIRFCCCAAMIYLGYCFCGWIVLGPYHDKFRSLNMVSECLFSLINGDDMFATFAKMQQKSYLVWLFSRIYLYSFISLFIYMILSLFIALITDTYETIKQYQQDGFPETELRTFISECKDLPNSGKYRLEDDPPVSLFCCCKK
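Test system – HEK293 line with stable expression of human TRPML3-YFP channel · Control set – carbachol 87 µM final as high control (100%), DMSO as low control (0%) · Signal – Fluo-8 calcium dye fluorescence, ex 470-495, em 515-575 nm · Incubation – 1-h 37 °C dye load, 5-s basal, 120-s post-compound reads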
Furin inhibitor: blocks human furin protease activity; inhibition, % at 30 µM; 220,000 tested, 0.061% active; purified furin, fluorogenic substrate cleavage; P09958; in the data active means inhibition above about 25%; further: inactives centre near -15
Calpain2 inh: inhibitors of pig calpain II | purified calpain II, fluorogenic peptide substrate, 30 min | inhibition, % at 16 µM | 220,000 tested, 0.37% active | AID 1236;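 active means inhibition above about 50%, limit read from the data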
EBV gp42 block: blocks Epstein-Barr virus glycoprotein 42 binding; AID 1085; Fluorescence polarization binding assay, mP read-out; inhibition, % (tested at 21.74 µM); 220,000 tested, 0.42% active; in the data active means inhibition above about 50%
Target sequence (Q1HVG2 whole entry, looked up): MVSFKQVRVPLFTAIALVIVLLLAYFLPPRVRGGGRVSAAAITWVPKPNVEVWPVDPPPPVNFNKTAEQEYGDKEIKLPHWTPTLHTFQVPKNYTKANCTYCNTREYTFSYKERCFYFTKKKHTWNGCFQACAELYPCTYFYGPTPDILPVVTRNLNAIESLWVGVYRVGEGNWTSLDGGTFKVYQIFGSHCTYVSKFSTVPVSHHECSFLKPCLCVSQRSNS
thrombin 1536: blocks human thrombin protease activity; 220,000 tested, 0.26% active; P00734; inhibition, % at 5 µM; alpha-thrombin, Boc-VPR-AMC fluorogenic substrate cleavage;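 active means inhibition at or above 40%; inactive means inhibition below 40%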;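 further: 0% = enzyme with no compound and 100% = wells without enzyme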
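Test system: human alpha-thrombin; medium: pH 7.5 Tris-saline with Tween 20; times: reaction at room temperature; signal: AMC fluorescence at 355 nm excitation and 460 nm emission; also added: Boc-VPR-AMC substrate, 15 µM final; dosing: one concentration per compound, 5 µM, with 0.2% DMSO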
KCC2 mod: modulates chloride dependent transport by human KCC2 | Q9H2X9 | KCC2 cells, thallium flux FluoZin-2 fluorescence | B-score of Tl+ flux slope (higher = more flux/activation; lower = inhibition) at 10 µM | 190,000 tested, 2.2% active | AID 1456;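 active means thallium flux slope and its plate-corrected score both differing from the plate sample mean at a set confidence after two filtering rounds, in either direction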;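 further: slope of fluorescence scaled to starting intensity during 10 to 20 s after thallium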
Tb hexokinase: blocks Trypanosoma brucei hexokinase 1 activity; recombinant TbHK1, G6PDH-coupled NADH A340; inhibition, % at 10 µM; 220,000 tested, 0.11% active; AID 1430;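 active means inhibition of 50% or more in the single-dose primary screen; inactive means inhibition below 50%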
PPC-1+TRAIL kill: PPC-1 cancer cell killing with TRAIL present. PPC-1 cells + TRAIL, ATPLite viability luminescence. cell killing (% activity), % at 4 µM. 220,000 tested, 0.41% active. AID 1443;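 active means cell killing above 50% in the first pass at 4 µM, then a duplicate retest at 5 µM averaging 50% or more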;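 further: plate controls were cells with TRAIL plus DMSO for no effect and medium-only wells lacking cells for full effect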
zfTRPN1 agonist: agonists of zebrafish TRPN1 channel | 220,000 tested, 0.18% active | AID 1424 | activation, % at 3 µM | HEK293 zebrafish TRPN1-YFP, Fluo-8 calcium fluorescence; 100% = response to 87 µM carbachol;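 active means activation above its plate's cutoff, the mean activation of test wells on that plate plus 3 SD, cut at about 19% in these data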;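 further: 0% = DMSO alone and 100% = 87 µM carbachol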
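Material – zebrafish TRPN1-YFP in HEK293 cells · Doses – 3 µM single point · Schedule – dye 1 h 37 °C plus 30 min RT · Signal – Fluo-8 calcium fluorescence, excitation 470-495 nm, emission 515-575 nm · Read-out – % activation versus carbachol response · Control set – carbachol high, DMSO low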
An asterisk follows results filed as active; . = no result given; [ ] = remark or other dose.

#1 Cc1sc2nc(C(C)C)nc(SCC(=O)N3c4ccccc4CC3C)c2c1C (stereo not drawn)
#2 CCOC(=O)C1(Cc2ccccc2)CCCN(CCCn2cccn2)C1 (stereo not drawn)
#3 COc1ccccc1C(=O)Nc1nc2nc(-c3ccccc3)cc(=O)n2[nH]1
#4 CC1(C)CC(=O)C/C(=N\NC(=O)c2cccs2)C1
#5 CSc1nc(C)cc(NC(N)=O)n1
#6 Cc1ccc(N2C(=O)CC(N(CCc3ccccc3)C(=S)Nc3ccc(N(C)C)cc3)C2=O)cc1 (stereo not drawn)
#7 CCCOc1ccc(Cl)cc1CN1CCOCC1
#8 Cc1nn(-c2ccccc2)c(C)c1C(=O)NNC(=O)C(F)(F)F

Assay by compound	1	2	3	4	5	6	7	8
zfTRPN1 agonist	2.4	-1.4	0.8	0.9	0.2	0.6	1.7	0.1
thrombin 1536	-8	-6	5	-5	-2	-1	2	-4
Furin inhibitor	3	-15	-10[20 µM]	-17	-14[20 µM]	-21[20 µM]	-25[20 µM]	-8
TRPML3 ag	0.4	0.1	1.6	1.1	0.8	-0.4	-0.2	0.6
Calpain2 inh	45	-7	-238	19	-13	15	-5	3
PPC-1+TRAIL kill	-5	32	13	16	30	7	-3	3
KCC2 mod	65*	-0.13	0.1	1.9	0.6	0.07	-0.52	0.04
Tb hexokinase	39	-4	8	-25	-2	-5	0	-8
EBV gp42 block	10	1	-11	-7	-2	1	-30	-14

An excerpt of the results above:
#1 Cc1sc2nc(C(C)C)nc(SCC(=O)N3c4ccccc4CC3C)c2c1C (stereo not drawn)
#2 CCOC(=O)C1(Cc2ccccc2)CCCN(CCCn2cccn2)C1 (stereo not drawn)
#3 COc1ccccc1C(=O)Nc1nc2nc(-c3ccccc3)cc(=O)n2[nH]1
#4 CC1(C)CC(=O)C/C(=N\NC(=O)c2cccs2)C1
#5 CSc1nc(C)cc(NC(N)=O)n1

Assay by compound	1	2	3	4	5
zfTRPN1 agonist	2.4	-1.4	0.8	0.9	0.2
thrombin 1536	-8	-6	5	-5	-2
Furin inhibitor	3	-15	-10[20 µM]	-17	-14[20 µM]
TRPML3 ag	0.4	0.1	1.6	1.1	0.8
Calpain2 inh	45	-7	-238	19	-13
PPC-1+TRAIL kill	-5	32	13	16	30
KCC2 mod	65*	-0.13	0.1	1.9	0.6
Tb hexokinase	39	-4	8	-25	-2
EBV gp42 block	10	1	-11	-7	-2

Next section
#9 CC(C(=O)c1c[nH]c(C(=O)N=CN(C)C)c1)c1ncc(C(F)(F)F)cc1Cl (stereo not drawn)
#10 O=C(NNC(=O)C(Cl)Cl)c1cnn(-c2ccccc2)c1C(F)(F)F
#11 CCOc1ccc(CO/N=C/c2c(C)[nH]c(=O)[nH]c2=O)cc1
#12 COc1ccc(CCCC(=O)N/N=C/c2ccc(C)cc2)cc1
#13 COc1ccc(C(=O)C(CN2CCCC2)c2ccccc2)cc1 (stereo not drawn)
#14 Cc1ccc(NC(=O)C(c2ccc(Cl)cc2Cl)N2CCCC2)cc1 (stereo not drawn)
#15 Nc1nc(NCc2ccccc2)nc(-c2ccccc2)n1
#16 COc1ccc(NC(=O)C23CCC(C)(C(=O)C2)C3(C)C)cc1 (stereo not drawn)

Assay by compound	9	10	11	12	13	14	15	16
zfTRPN1 agonist	-0.3	-0.2	0.1	-0.5	0.1	-0.6	-0.7	0.8
thrombin 1536	-2	-12	1	-6	1	-6	0	3
Furin inhibitor	-14	-22	-25	-23	-17	-23	-23[20 µM]	-21[20 µM]
TRPML3 ag	0.0	0.3	0.9	-0.2	0.3	2.3	0.1	0.3
Calpain2 inh	-12	-16	-16	-14	13	25	-37	-17
PPC-1+TRAIL kill	17	0	.	20	3	23	8	-2
KCC2 mod	.	-1.2	-0.89	.	.	0.5	-0.0016	-0.62
Tb hexokinase	-4	-8	-6	-5	6	-1	-4	-7
EBV gp42 block	-10	-1	-17	-15	-7	-27	0	-18

#17 Cc1ccc(OCC(=O)NNC(=O)C(=O)NC(C)(C)C)cc1
#18 CC1CCc2cc(F)ccc2N1C(=O)c1cccs1 (stereo not drawn)
#19 CCN(CC)C(=O)CSc1ncnc2sc(C)c(C)c12
#20 Cc1cc(C(N)=O)nn1-c1c(Cl)cc(Cl)cc1Cl
#21 [O-]/[N+](=C\c1ccncc1)c1ccccc1
#22 Cc1nc2ccccn2c1C(=O)NNS(=O)(=O)c1ccc(C(C)(C)C)cc1
#23 O=C(CSc1nn(-c2ccccc2)c(=S)s1)Nc1ncccn1
#24 O=C(NCC1CCCO1)C(c1ccncc1)N(Cc1ccc(F)cc1)C(=O)CN1C(=O)c2ccccc2S1(=O)=O (stereo not drawn)

Assay by compound	17	18	19	20	21	22	23	24
zfTRPN1 agonist	0.1	-1.9	0.4	0.1	0.4	3.4	-0.5	2.1
thrombin 1536	-12	-7	-3	-2	-2	-5	35	-5
Furin inhibitor	-12	-31	-22	-13	-19	-17	4	-25
TRPML3 ag	0.3	0.6	0.1	0.0	0.7	2.6	-0.2	0.6
Calpain2 inh	23	3	-3	24	16	-8	9	-18
PPC-1+TRAIL kill	2	22	23	19	7	25	13	5
KCC2 mod	13*	-0.46	-0.72	-0.042	0.47	0.069	0.6	-0.94
Tb hexokinase	-1	-5	-15	-6	-3	18	13	2
EBV gp42 block	14	-5	-4	1	19	4	-5	2

#25 CC(=O)/C(=N\Nc1ccc(Cl)cc1Cl)Sc1nnc(-c2ccccc2)n1-c1ccccc1
#26 COc1ccc(/C=C2/SC(=S)N(CCCC(=O)Nc3ccc(O)cc3)C2=O)cc1
#27 CCO[C@H]1OC(C(=O)N2CCOCC2)=C[C@@H](C)[C@@H]1CCCO
#28 Nc1nnc(SCC(=O)Nc2ccc3nc(SCC(=O)Nc4ccccc4)sc3c2)s1
#29 COc1ccc(S(=O)(=O)N(C)CC(=O)NC2CCCCC2)cc1OC
#30 COC(=O)c1c(NC(=O)CSc2ncnc3c2cnn3-c2ccccc2Cl)sc2c1CCCC2
#31 O=C(c1cccc([N+](=O)[O-])c1)c1ccc2c(c1)OCCOCCOCCO2
#32 O=C(COC(=O)c1cc(-c2cccs2)nn1-c1ccccc1)Nc1ccc(F)c([N+](=O)[O-])c1

Assay by compound	25	26	27	28	29	30	31	32
zfTRPN1 agonist	0.2	-0.6	-0.6	5.9	-0.2	1.3	-0.9	1.0
thrombin 1536	-4	0	-9	5	-4	0	16	-5
Furin inhibitor	-24	-13	-23	-20	-17[20 µM]	0[20 µM]	-1	-19
TRPML3 ag	0.3	-0.1	-0.8	2.0	-0.8	1.3	0.5	0.5
Calpain2 inh	-12	-11	-20	-57	5	-10	14	5
PPC-1+TRAIL kill	6	4	12	27	9	6	0	-5
KCC2 mod	-0.047	0.53	1.1	1.1	0.14	0.83	-0.27	0.099
Tb hexokinase	-14	-6	-8	6	-8	-26	-8	4
EBV gp42 block	7	-5	-2	-12	-13	-18	-7	3

#33 CC(C)N(Cc1nc(COc2ccccc2)no1)Cc1nccn1C
#34 Cc1cccc(-n2c(C)cc(C)c(C#N)c2=O)c1
#35 CCOC(=O)c1ccc(N2C(=O)C(C)=C(C)C2=O)cc1
#36 CCNC(=O)CSc1nc2ccccc2c(=O)n1-c1cc(OC)ccc1OC
#37 CCOc1ccccc1NC(=S)NCCCn1ccnc1
#38 C/C(Cn1nnc2ccccc21)=N\OC(=O)c1cc(F)c(F)cc1Cl
#39 COc1ccccc1NC(=S)N(Cc1ccc(C(=O)O)cc1)Cc1ccc(OC)c(OC)c1
#40 COc1ccccc1OCCn1c(CO)nc2ccccc21

Assay by compound	33	34	35	36	37	38	39	40
zfTRPN1 agonist	0.0	1.4	0.6	0.2	1.2	-0.3	-2.1	2.7
thrombin 1536	-1	2	-5	-11	-5	-3	-8	-10
Furin inhibitor	-15	-20	-24	-19[20 µM]	-13	9	-11	-14
TRPML3 ag	0.5	0.3	0.7	0.4	0.2	0.7	-0.8	1.0
Calpain2 inh	-11	-50	-23	-30	-30	13	-13	-23
PPC-1+TRAIL kill	6	-9	9	16	-2	-5	12	-4
KCC2 mod	0.51	0.79	0.42	0.22	0.11	-1.2	-0.19	.
Tb hexokinase	-13	-21	5	-4	-2	-1	-10	0
EBV gp42 block	-4	2	-6	0	-2	12	27	-3

#41 COc1cc(NC(=S)NC(=O)CC(C)C)ccc1NC(=O)c1cc2ccccc2o1
#42 c1ccc(C2=Nc3ccccc3NC(c3ccccc3)C2)cc1 (stereo not drawn)
#43 CC1CC(=O)C=C(O)C1C(=O)OC(C)(C)C (stereo not drawn)
#44 CCSc1ncc(Cl)c(C(=O)Nc2sc3c(c2C(=O)NCc2cccnc2)CCCC3)n1
#45 Cc1cc(C)n(CCC(=O)N/N=C/c2cccc([N+](=O)[O-])c2)n1
#46 Cc1conc1NC(c1cccs1)c1ccc2cccnc2c1O (stereo not drawn)
#47 Cn1c(-c2ccc(Br)o2)nc2cc(Br)ccc21
#48 CN1C(=O)c2ccccc2C(C(=O)O)C1c1cccc(Cl)c1 (stereo not drawn)

Assay by compound	41	42	43	44	45	46	47	48
zfTRPN1 agonist	0.1	-2.3	-1.8	-0.6	1.3	-0.6	-2.9	1.7
thrombin 1536	-3	2	-3	-6	3	4	-3	0
Furin inhibitor	-21	0[20 µM]	-1[20 µM]	-22[20 µM]	-17	6	-8	-2
TRPML3 ag	1.0	-0.1	-0.2	-0.7	0.7	0.5	-0.7	0.3
Calpain2 inh	-143	10	7	19	2	-2	-3	7
PPC-1+TRAIL kill	11	2	18	3	9	4	29	2
KCC2 mod	-0.024	.	-0.68	1.4	-1.3	1.1	-0.14	-0.072
Tb hexokinase	-22	-5	6	-2	-4	16	-10	0
EBV gp42 block	-2	-9	2	-92	-12	-19	7	-8

#49 O=C1CC(c2ccc(F)cc2)CC(O)=C1C=NCCN1CCNCC1 (stereo not drawn)
#50 O=C(c1ccccc1)c1ccc(OCC(O)CN2CCN(S(=O)(=O)N3CCCCC3)CC2)cc1 (stereo not drawn)
#51 COc1ccc(C2=NOC(C(=O)Nc3cccnc3)C2)cc1 (stereo not drawn)
#52 CCCCC(=O)Nc1ccc(C(=O)Nc2cc(C(F)(F)F)ccc2Cl)cc1
#53 COc1cc(NC(=O)c2cncc(-c3ccc(C#N)cc3)c2)cc(C(=O)Nc2cccc(C(F)(F)F)c2)c1
#54 Cc1cc(N2C(=O)C(=O)/C(=C(/O)c3ccccc3)C2c2cccs2)no1 (stereo not drawn)
#55 COc1ccccc1NC(=O)NC(=O)N(C(C)C)S(C)(=O)=O
#56 CCOC(=O)CCNC(=O)Nc1ccc2nc(C)n(Cc3ccccc3Cl)c(=O)c2c1
#57 Nc1nc2ccccc2n1C(=O)c1cccs1

Assay by compound	49	50	51	52	53	54	55	56	57
zfTRPN1 agonist	1.3	4.1	-0.6	-0.3	.	-1.0	-0.2	0.5	1.3
thrombin 1536	4	5	0	0	-11	-16	6	-6	-12
Furin inhibitor	-10[20 µM]	-18[20 µM]	-15[20 µM]	-13	-27	-21	-25[20 µM]	-29[20 µM]	-11
TRPML3 ag	0.4	3.9	0.6	0.6	.	-1.7	0.9	0.2	0.7
Calpain2 inh	-16	14	18	15	-171	-29	12	9	25
PPC-1+TRAIL kill	.	-3	6	11	2	-4	16	8	30
KCC2 mod	2.2	-0.73	0.41	0.13	0.18	-1.6	0.28	1.4	0.7
Tb hexokinase	5	23	7	9	-22	-18	-2	-8	-14
EBV gp42 block	-17	-20	-18	1	-24	0	-12	-17	-3
